Screening results (PubChem BioAssay)
PERK inhibitor: block of dimerizer-induced PERK translation repression, primary screen, PERK inhibitor project, CHO PERK-DD cells, SEAP luminescence, HTS. CHO PERK-DD fusion, SEAP luminescence translation reporter. inhibition, % at 5.6 µM. 220,000 tested, 0.17% active. AID 1416, 2008;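 active = inhibition above the mean inhibition of all tested compounds plus 3 SD, set separately per screening campaign, cut at about 2.9% in these data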;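 note: PERK kinase domain activated by AP20187 dimerizer at 100 nM; 0% = DMSO with dimerizer and 100% = rapamycin at 8.4 µM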
MDM2 E3 inh: MDM2-luciferase reporter signal enhancers, primary screen, MDM2 E3 ligase inhibitor project, cell-based, luminescence, 1536-well. E3 ubiquitin-protein ligase Mdm2 (Homo sapiens), Q00987. signal enhancement, % at 5 µM. 210,000 tested, 0.11% active. cell-based MDM2 ubiquitination luciferase reporter, 2 h; 0 = plate control, 100 = twice control, blank-subtracted;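 active = signal enhancement of 30% or more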;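 note: luminescence tracks abundance of the self-degrading MDM2-luciferase fusion protein; higher signal means inhibition of MDM2 E3 ligase activity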
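system = mammalian cells stably expressing self-ubiquitinating, self-degrading MDM2 E3–luciferase fusion | quantity = 2000 cells per well seeded | incubation = 4 h cell settling then 2 h compound exposure, 37 °C | signal = SteadyLite luminescence, 15 min reagent step | benchmarks = plate control and blank wells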
BaF3 tox: parental Ba/F3 cell viability inhibition, counter-screen for JAK2V617F inhibitor project, murine pro-B, CellTiter-Glo luminescence; CellTiter-Glo ATP luminescence; inhibition, % at 5.6 µM; 220,000 tested, 1.1% active;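 active = inhibition above a per-campaign cutoff, the mean inhibition of all tested compounds plus 3 SD, cut at about 27% in these data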;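 note: 0% = DMSO wells and 100% = JAK Inhibitor I control wells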
S1P4 ag: S1P4 receptor agonists, primary screen, cell-based; Sphingosine 1-phosphate receptor 4 (Homo sapiens), O95977; S1P4-expressing cell line, agonist reporter assay; activation, % at 4.98 µM; 220,000 tested, 0.35% active; in the data active = activation above about 11%;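 note: 0% = DMSO vehicle and 100% = reference agonist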
S1P4 antagonist: S1P4 receptor antagonists, primary screen, cell-based; S1P4-expressing cells, antagonist mode, reporter read-out; 220,000 tested, 0.26% active; inhibition, % at 4.98 µM; Sphingosine 1-phosphate receptor 4 (Homo sapiens), O95977; in the data active = inhibition above about 29%;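 note: 0% = wells stimulated with agonist and 100% = vehicle wells without agonist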
eIF4E-4G inh: eIF4E–eIF4G protein interaction inhibitors, primary screen, biochemical, uHTS, TR-FRET, eIF4GI fragment. Eukaryotic translation initiation factor 4E (Mus musculus) + Eukaryotic translation …. TR-FRET eIF4E-eIF4GI(517-606) binding, 2 h. inhibition, % at 21.7 µM. 220,000 tested, 0.37% active. AID 782, 2007;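 active = inhibition above about 30%, limit read from the data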;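 note: 0% = full FRET control wells and 100% = background wells lacking eIF4GI fragment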
Target sequence (P63073 whole entry, looked up, the tested form may be a part): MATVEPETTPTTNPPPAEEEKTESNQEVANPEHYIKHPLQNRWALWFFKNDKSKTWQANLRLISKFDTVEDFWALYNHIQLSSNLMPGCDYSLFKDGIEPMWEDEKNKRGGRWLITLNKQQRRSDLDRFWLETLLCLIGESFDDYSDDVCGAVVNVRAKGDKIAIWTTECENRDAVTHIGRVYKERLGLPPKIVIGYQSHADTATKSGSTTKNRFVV
Target sequence (Q04637 whole entry, looked up, the tested form may be a part): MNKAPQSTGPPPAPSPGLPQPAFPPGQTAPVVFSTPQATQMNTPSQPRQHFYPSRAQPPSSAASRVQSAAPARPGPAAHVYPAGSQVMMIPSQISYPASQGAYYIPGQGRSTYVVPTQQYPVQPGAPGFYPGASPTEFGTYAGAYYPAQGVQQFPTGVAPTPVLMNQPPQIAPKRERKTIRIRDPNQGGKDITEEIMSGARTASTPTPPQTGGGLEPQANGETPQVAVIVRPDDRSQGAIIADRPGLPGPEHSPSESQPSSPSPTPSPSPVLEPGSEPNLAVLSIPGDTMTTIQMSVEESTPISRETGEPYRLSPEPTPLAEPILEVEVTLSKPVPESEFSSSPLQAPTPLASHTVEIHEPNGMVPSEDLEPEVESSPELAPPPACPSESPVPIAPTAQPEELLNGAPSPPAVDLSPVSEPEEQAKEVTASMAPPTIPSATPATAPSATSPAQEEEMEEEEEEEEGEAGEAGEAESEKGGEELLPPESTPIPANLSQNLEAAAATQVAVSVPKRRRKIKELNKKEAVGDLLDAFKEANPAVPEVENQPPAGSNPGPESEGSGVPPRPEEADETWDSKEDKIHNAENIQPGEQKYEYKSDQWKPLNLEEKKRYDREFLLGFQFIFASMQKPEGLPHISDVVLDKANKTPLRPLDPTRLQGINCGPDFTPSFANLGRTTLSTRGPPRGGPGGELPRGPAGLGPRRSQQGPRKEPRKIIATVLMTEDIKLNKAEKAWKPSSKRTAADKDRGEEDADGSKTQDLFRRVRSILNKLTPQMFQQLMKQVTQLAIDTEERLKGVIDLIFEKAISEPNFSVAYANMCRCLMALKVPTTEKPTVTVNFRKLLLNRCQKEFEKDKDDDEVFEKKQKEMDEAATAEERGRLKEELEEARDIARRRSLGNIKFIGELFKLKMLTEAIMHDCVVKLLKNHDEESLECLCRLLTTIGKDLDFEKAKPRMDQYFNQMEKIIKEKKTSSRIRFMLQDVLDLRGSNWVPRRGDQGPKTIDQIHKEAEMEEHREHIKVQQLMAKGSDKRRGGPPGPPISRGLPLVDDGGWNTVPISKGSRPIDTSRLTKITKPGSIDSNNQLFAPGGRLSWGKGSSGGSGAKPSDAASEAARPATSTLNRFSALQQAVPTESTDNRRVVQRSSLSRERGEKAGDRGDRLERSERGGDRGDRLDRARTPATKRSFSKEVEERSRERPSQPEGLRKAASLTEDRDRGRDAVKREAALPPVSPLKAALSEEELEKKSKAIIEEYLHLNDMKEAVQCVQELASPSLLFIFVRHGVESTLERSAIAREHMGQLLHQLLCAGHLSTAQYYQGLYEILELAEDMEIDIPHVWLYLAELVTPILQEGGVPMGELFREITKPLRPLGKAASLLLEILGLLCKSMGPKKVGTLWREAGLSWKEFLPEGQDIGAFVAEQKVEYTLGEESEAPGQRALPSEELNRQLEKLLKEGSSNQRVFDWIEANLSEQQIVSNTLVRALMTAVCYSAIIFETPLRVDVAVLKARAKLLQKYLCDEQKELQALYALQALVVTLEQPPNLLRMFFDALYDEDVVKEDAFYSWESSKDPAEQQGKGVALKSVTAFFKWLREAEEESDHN
Ba/F3 V617F tox: reduced viability of JAK2V617F-dependent Ba/F3 cells, primary screen, JAK2V617F inhibitor project, cell-based, Ba/F3 EpoR-JAK2V617F, luminescence | ATP luminescence | inhibition, % at 5.6 µM | 220,000 tested, 1.1% active;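 active = inhibition above the campaign mean plus 3 SD over all tested compounds, cut at about 24% in these data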;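 note: cytokine-independent growth of Ba/F3 cells driven by EpoR plus mutant JAK2; 0% = DMSO-treated cells and 100% = JAK inhibitor I control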
Wee1 degr inh: Wee1 degradation inhibitors, primary screen, cell-based, HeLa, Wee1K328M-luciferase, luminescence | HeLa Luc-Wee1K328M stability; 100% = proteasome inhibitor MG132 effect | reporter increase, % at 5 µM | 220,000 tested, 1.2% active | AID 1321, 2008;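 active = activation above the mean of all tested compounds plus 3 SD, set per screening run, cut at about 8.8% in these data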;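 note: cells exposed to compound for 20 h before luminescence read; 0% = DMSO alone and 100% = MG132 at 30 µM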
NPY2 pot ag: NPY-Y2 potentiators or agonists, primary screen, cell-based; cells expressing NPY-Y2, potentiator/agonist read-out; activation, % at 3.6 µM; 220,000 tested, 0.45% active; in the data active = activation above about 27%;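 note: cells stimulated with NPY near EC25 plus isoproterenol at EC100; 0% = vehicle plus submaximal agonist and 100% = vehicle plus saturating agonist; some results beyond the cut were filed as inactive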
Starred values were filed as active, the others as inactive; / = no result given; [ ] = dose if it differs, or a comment. The order is random; about 4.1% have a hit in one of these screens.

SMILES	PERK inhibitor	MDM2 E3 inh	BaF3 tox	S1P4 ag	S1P4 antagonist	eIF4E-4G inh	Ba/F3 V617F tox	Wee1 degr inh	NPY2 pot ag
COc1ccccc1N1CCN(C(=O)CCN2C(=O)c3cccc4cccc(c34)C2=O)CC1	0.2	-0.6	3.1	0.7	11.2	-0.4	-0.6	-2.9	7.4
C/C(=N\Nc1nnc2c3ccccc3n(C)c2n1)c1ccc(C)o1	-1.8	-8.3	4.3	0.6	0.0	1.5	-1.5	-1.8	1.5
CCc1nn2cc(C(=O)c3cc(C)ccc3O)cnc2c1-c1ccc(F)cc1	1.2	10.4	4.4	-1.8	-19.3	4.6	-4.2	5.2	-1.2
CC(C)(C)NC(=O)Cn1c(SCC(=O)Nc2nccs2)nc2ccccc21	0.8	5.2	1.2	1.3	-46.1	-1.7	-2.6	-1.1	-3.8
CCOc1ccc(/C=N/NC(=S)NC2CC3CC2C2C=CCC32)cc1 (centres undefined)	0.3	-11.5	-1.1	-0.5	-10.2	2.8	4.8	4.2	-52.9
Cc1ccc(S(=O)(=O)N2CCCC(C(=O)NNCC(=O)Nc3cc(F)ccc3F)C2)cc1 (centres undefined)	0.5	-17.2	5.3	1.2	12.8	-8.7	1.8	-2.4	2.3
Cc1c(C(=O)O)oc2ccc(S(=O)(=O)NCc3ccccc3)cc12	0.3	0.4	-0.6	1.1	-15.4	-6.6	0.7	-3.0	-13.3
COc1cccc(-c2nnc(SCC(=O)NCc3ccc4c(c3)OCO4)n2Cc2ccco2)c1	-1.4	-14.9	2.0	-0.8	23.0	2.9	0.0	3.8	-14.7
CN1CCS/C1=C/C=C1/SC(=S)N(Cc2ccccc2)C1=O	-0.1	-6.5	12.6	-2.1	-4.7	-3.9	3.3	-1.7	4.5
O=C(NCCN1CCCCCC1)c1ccc(N2CCCC2=O)cc1	-0.9	-10.8	-0.2	1.4	-11.6	-1.7	-1.7	-1.3	10.8
CC1(C)CC(=O)c2c(O)cc(O)cc2O1	-0.1	-5.4	-2.2	1.1	-9.3	-3.2	-3.5	1.4	5.7
O=C(O)C1CC=CCC1C(=O)Nc1ccccc1C(=O)N1CCN(c2ccc(F)cc2)CC1 (centres undefined)	0.3	6.0	5.8	1.4	-9.3	4.7[fluorescence artefact?]	-0.2	0.5	-3.5
COc1ccc(C2C(C#N)=C(N)Oc3c2c(C)nn3-c2ccccc2)cc1Cn1nc(C)c([N+](=O)[O-])c1C (centres undefined)	0.1	-2.2	-1.2	-2.0	5.9	0.4[fluorescence artefact?]	-3.4	-2.9	3.6
Cc1ccc(S(=O)(=O)n2cnc3ccccc32)c(C)c1	-0.1	-2.0	3.1	-3.9	-9.8	2.3	-2.0	-2.0	-2.5
Nn1c(COc2cccc(Cl)c2)nc2ccccc2c1=O	0.6	-2.9	9.7	-3.2	-14.1	6.7	0.0	-1.3	0.9
CCCC1Nc2ccc(C(=O)O)cc2C2C=CCC12 (centres undefined)	1.5	-9.6	5.8	0.3	0.2	9.4[fluorescence artefact?]	-3.3	-0.1	-3.2
CCOC(=O)c1c(NC(=O)c2ccccc2)sc2c1CCc1ccccc1-2	-0.1	-8.7	2.8	-3.0	9.8	-4.1	0.2	0.6	-9.8
O=C(CN1CCC(N2CCCCC2)CC1)N1CCOCC1	0.9	-13.3	5.6	1.6	-9.6	-0.1	1.2	1.6	-9.3
COc1ccccc1NC(=O)COc1ccccc1	0.4	-10.8	3.2	0.4	5.5	8.8	-2.2	-2.6	-3.0
Cc1ccc(-n2c(C)cc(C(=O)COC(=O)c3ccc[nH]c3=O)c2C)cc1C	-0.5	-12.1	5.1	0.3	-25.9	4.7	0.8	-0.6	4.4
CN1C(=S)SC(N(O)C(=O)Nc2ccc(Cl)c(Cl)c2)C1(C)C (centres undefined)	-0.9	-93.8	9.6	-0.5	10.4	0.6	5.5	-1.4	5.7
Cc1ccc(NC(=O)c2cccs2)cc1NC(=O)c1cccnc1	-0.2	-4.6	2.4	0.4	1.1	-1.9	1.8	5.2	-15.6
Cc1nn(C(C)(C)C)c(NC(=O)c2ccc(Cl)cc2)c1Br	1.8	-6.0	-3.8	1.7	4.6	1.1	3.2	-1.2	-7.3
Cc1c(/C=C/C(=O)c2ccc(Cl)s2)cnn1C	-0.8	-0.1	3.0	12.8*	-19.4	-0.9[fluorescence artefact?]	2.0	7.7	-10.3
Cc1ccc2cc(CN(CCN3CCOCC3)C(=O)NCc3ccccc3)c(=O)[nH]c2c1C	-1.6	-13.0	4.4	-0.2	-16.2	1.7	-1.0	-0.5	15.9

Two entries drawn at random from the list so far, as already listed:
SMILES	PERK inhibitor	MDM2 E3 inh	BaF3 tox	S1P4 ag	S1P4 antagonist	eIF4E-4G inh	Ba/F3 V617F tox	Wee1 degr inh	NPY2 pot ag
Cc1ccc(-n2c(C)cc(C(=O)COC(=O)c3ccc[nH]c3=O)c2C)cc1C	-0.5	-12.1	5.1	0.3	-25.9	4.7	0.8	-0.6	4.4
Nn1c(COc2cccc(Cl)c2)nc2ccccc2c1=O	0.6	-2.9	9.7	-3.2	-14.1	6.7	0.0	-1.3	0.9

Further compounds
SMILES	PERK inhibitor	MDM2 E3 inh	BaF3 tox	S1P4 ag	S1P4 antagonist	eIF4E-4G inh	Ba/F3 V617F tox	Wee1 degr inh	NPY2 pot ag
CCOC(=O)C1(Cc2cccc(OC)c2)CCCN(Cc2ccc(NC(C)=O)cc2)C1 (centres undefined)	-0.2	-11.4	2.1	0.1	-7.5	0.5	2.3	-3.6	-0.2
COc1ccc(CCC(=O)Nc2cc(Cl)ccc2N2CCN(C)CC2)cc1	-1.5	-14.0	1.3	-1.9	1.1	3.9	32.6*	-0.9	0.1
COCCN(Cc1ccccc1)P(=O)(O)c1ccccc1OCC(=O)O	0.8	-9.8	3.6	-2.8	4.4	-2.9	-1.6	-0.7	4.7
Cc1cccc2nc(CSc3nc4ccc([N+](=O)[O-])cc4[nH]3)c(Br)n12	0.5	1.1	5.9	-1.3	-4.7	-3.8[fluorescence artefact?]	-0.9	-2.6	-5.6
O=S(=O)(c1cccs1)N1CN(CC2CCCO2)c2nc3ccccc3nc21 (centres undefined)	-1.2	-8.1	3.8	-1.3	-9.7	12.3	3.6	-1.2	-12.3
O=C(COC(=O)c1cc(S(=O)(=O)N2CCOCC2)c(Cl)cc1Cl)Nc1ncc(C(F)(F)F)cc1Cl	0.5	/	4.7	-2.4	-3.6	-4.1	0.2	-0.7	7.4
COc1ccc(-n2ncc3c(=O)n(CC(=O)OCc4ccccc4)cnc32)cc1	0.9	-7.2	3.0	-0.1	3.0	8.0	-4.2	-1.6	0.7
Cc1cc2cc(CNC(=O)CCC(=O)O)ccc2n1C	0.8	-7.5	2.5	-0.4	-6.5	1.0	-1.8	-0.4	-4.0
Clc1ccc(CSc2nnc(-c3ccncc3)o2)cc1	-0.8	-19.1	-2.1	0.7	-22.5	-6.2	-0.3	-0.8	-1.9
COc1cccc(NC2=NCC(=O)N2Cc2cccs2)c1	0.8	-52.1	7.5	-0.4	-19.8	0.0	-4.2	0.4	8.0
O=C(O)c1nc2ccccc2nc1C(=O)O	1.2	-21.7	0.3	3.1	4.2	1.1	-0.7	-0.8	16.3
CC(C)(CNC(=O)c1ccc(Cl)c(S(=O)(=O)N2CCc3ccccc3C2)c1)N1CCOCC1	1.9	-27.7	8.1	0.2	1.3	-2.6	-0.8	-2.8	11.4
CCn1c(CCCOc2ccc(Cl)cc2Cl)nnc1SCC(=O)Nc1cc(F)ccc1C	0.0	-18.9	6.7	1.0	5.9	-3.2	-3.5	1.0	-2.3
CNC(=O)c1c2c(nc3ccc(Br)cc13)CCCC2	1.9	2.7	-0.5	-0.6	1.6	0.7	-1.4	-0.3	-10.7
Cc1cnc(NC(=O)[C@H](C)N2C(=O)C3CCCCC3C2=O)s1 (some centres undefined)	0.8	-4.4	1.6	-0.1	7.0	-3.5	-1.6	-4.3	-13.1
CCC(N=c1cc(-c2ccc(OC)cc2)oc2ccc(C)cc12)C(=O)O (centres undefined)	-0.5	6.9	10.3	0.2	-17.8	10.5[fluorescence artefact?]	-0.9	1.9	12.8
C=CCc1c(C)nc2ccc(C(=O)OCC)cc2c1Cl	0.1	-5.6	2.7	-3.1	3.0	-1.6	5.2	2.2	-7.8
CCCCN1C=C(C(=O)OC)C(c2ccccc2Cl)C(C(=O)OC)=C1	0.4	-15.4	7.1	1.0	-9.7	1.4	1.5	-3.5	1.6
CCOC(=O)C1CCN(c2ncnc3c2oc2ccc(Cl)cc23)CC1	-0.4	-22.2	0.5	186.9*	-1.4	-2.5	-0.3	-0.9	-20.1
FC(F)(F)c1cnc(N2CCN(C(=S)NCc3ccccc3)CC2)c(Cl)c1	-1.0	-6.4	1.2	-0.4	-8.4	-3.6	-3.9	0.8	-23.9
CCCCCCCCCOC1OC(CO)C(O)C(O)C1NC(C)=O (centres undefined)	0.6	-6.8	5.0	0.2	-19.4	-2.0[fluorescence artefact?]	-2.7	-2.8	11.7
O=C(Nc1cccc(OCC(=O)N2CCOCC2)c1)c1cccc([N+](=O)[O-])c1	0.1	-21.9	7.8	-2.4	9.1	-2.1	6.3	2.1	-4.9
Cc1ccc(OC(=O)C23CC4CC(CC(C4)C2)C3)c(C)n1	1.4	10.8	2.7	0.0	-11.4	6.6[fluorescence artefact?]	-4.0	-1.5	4.2
O=C(O)c1ccc2c(c1)OCCCO2	1.1	/	-10.4	0.9	-23.8	-10.1	-1.8	3.5	-1.9
O=C(CC(c1ccc(F)cc1)c1ccco1)N1CCOCC1 (centres undefined)	0.8	-28.6	2.8	-1.9	-21.3	0.0	0.0	0.9	-5.1
SMILES	PERK inhibitor	MDM2 E3 inh	BaF3 tox	S1P4 ag	S1P4 antagonist	eIF4E-4G inh	Ba/F3 V617F tox	Wee1 degr inh	NPY2 pot ag
CSc1nccc(Nc2ccccc2)c1C#N	0.7	-3.6	2.7	-0.7	-8.4	25.1[fluorescence artefact?]	-4.2	0.9	-10.0
Cc1ccc(S(=O)(=O)N2CCN(C(=O)COc3ccc(C)nc3[N+](=O)[O-])CC2)c(C)c1	-0.7	5.8	9.3	1.5	-9.2	1.7	-0.6	-0.5	4.7
Cc1c(C(=O)NN)[nH]c2ccc([N+](=O)[O-])cc12	0.7	-6.8	1.4	0.7	-6.2	-2.6	1.2	2.0	-0.9
COc1ccc(-c2cc(C(F)(F)F)n3ncc(C(=O)N4CCCCC4c4cccnc4)c3n2)cc1 (centres undefined)	-0.1	-12.4	3.3	1.0	-15.8	2.6	-2.6	-1.9	-4.5
CC(C)Cc1nnc(NC(=O)c2ccc([N+](=O)[O-])cc2)s1	1.5	-9.0	5.0	1.2	-10.0	1.2	-2.6	0.4	3.5
CCN1CCN(c2cc(C)c3cc(NC(=S)NCCCN4CCc5ccccc5C4)ccc3n2)CC1	-0.4	-2.7	11.6	-0.5	-4.3	-1.0	2.4	0.2	0.5
O=C(NC1CCCC1)c1cc(S(=O)(=O)N2CCOCC2)c(Cl)cc1Cl	1.0	-10.3	-0.8	0.4	-7.4	4.2	-3.3	-2.2	5.4
